High-throughput results (PubChem)
GLD-1 TGE inh – GLD-1-TGE RNA interaction inhibition (C. elegans). hit rate 0.44% among 320,000. Q17339. purified GLD-1 + fluorescein TGE RNA, fluorescence polarization. inhibition, % at 5.96 µM. AID 2280;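 active = percent inhibition above a per-plate cutoff, the plate mean of test compounds plus 3 SD, cut at about 30% in these data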;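 also: 0% = DMSO wells with GLD-1 and probe and 100% = wells lacking GLD-1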
PAD4 FP inh – inhibitors of human PAD4 | Q9UM07 | hit rate 0.41% among 330,000 | recombinant PAD4, RCA probe fluorescence polarization | inhibition, % at 6.36 µM;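 active = percent inhibition above a cutoff equal to the mean of all tested compounds plus 3 SD, cut at about 15% in these data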;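 also: 0% = PAD4 with RCA probe and DMSO and 100% = probe without PAD4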
Target sequence (Q9UM07 whole entry, looked up): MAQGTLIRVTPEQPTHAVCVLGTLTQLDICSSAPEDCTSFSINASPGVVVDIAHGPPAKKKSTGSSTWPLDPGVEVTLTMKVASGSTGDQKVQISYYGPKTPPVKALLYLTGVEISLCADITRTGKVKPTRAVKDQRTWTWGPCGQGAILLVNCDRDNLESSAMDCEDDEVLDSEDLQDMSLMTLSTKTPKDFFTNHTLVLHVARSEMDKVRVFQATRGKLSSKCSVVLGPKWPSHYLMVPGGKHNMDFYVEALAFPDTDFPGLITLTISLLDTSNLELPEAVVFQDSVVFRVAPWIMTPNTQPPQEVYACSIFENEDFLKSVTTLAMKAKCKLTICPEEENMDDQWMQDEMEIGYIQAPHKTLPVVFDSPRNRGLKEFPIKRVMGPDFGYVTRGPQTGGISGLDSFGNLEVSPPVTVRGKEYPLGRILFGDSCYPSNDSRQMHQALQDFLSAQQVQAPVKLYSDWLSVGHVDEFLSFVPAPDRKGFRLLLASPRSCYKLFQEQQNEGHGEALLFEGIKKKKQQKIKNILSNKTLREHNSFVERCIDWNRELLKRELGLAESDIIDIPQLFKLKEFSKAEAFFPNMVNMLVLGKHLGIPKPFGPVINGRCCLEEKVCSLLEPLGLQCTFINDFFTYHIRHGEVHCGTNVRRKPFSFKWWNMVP
MEX-5 binding – C. elegans MEX-5 TCR-2 RNA binding activity | Q9XUB2 | hit rate 0.38% among 300,000 | MEX-5/FITC-TCR2 RNA binding, fluorescence polarization; stronger effect = lower value | activity score (negative = inhibition of binding), % at 10 µM;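 active = inhibition past about -25% in most replicates, and total fluorescence under double the plate's negative control median, limit read from the data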;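 also: 0% = DMSO and -100% = 5 µM competing unlabeled TCR2 RNA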
PME-1 primary – PME-1 (human) inhibition; Q9Y570; recombinant PME-1, FP-Rh probe fluorescence polarization; AID 2130; hit rate 0.53% among 320,000; inhibition, % at 5.9 µM;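 active = inhibition above the campaign mean of all compounds plus 3 SD, cut at about 26% in these data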;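 also: competitive labeling of PME-1 active site by serine hydrolase directed probe; 0% = PME-1 with DMSO and 100% = wells lacking PME-1 enzyme; inhibitors block probe labeling so polarization falls and inhibition rises; many of its hits are not listed in these tables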
Target sequence (Q9Y570 whole entry, looked up): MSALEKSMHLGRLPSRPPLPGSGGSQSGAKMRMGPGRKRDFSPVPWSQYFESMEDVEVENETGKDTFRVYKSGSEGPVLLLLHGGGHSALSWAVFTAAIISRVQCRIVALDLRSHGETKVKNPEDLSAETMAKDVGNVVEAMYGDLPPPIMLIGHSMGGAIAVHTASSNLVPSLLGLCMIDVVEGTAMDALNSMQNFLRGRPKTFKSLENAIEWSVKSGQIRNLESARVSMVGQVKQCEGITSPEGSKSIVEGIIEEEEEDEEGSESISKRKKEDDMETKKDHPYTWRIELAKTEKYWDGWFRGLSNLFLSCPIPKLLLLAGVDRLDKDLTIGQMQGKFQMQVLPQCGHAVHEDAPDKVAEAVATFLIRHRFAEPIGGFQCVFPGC
TPT1 inhibitor – inhibitors of Candida albicans tRNA 2'-phosphotransferase TPT1; inhibition, % at 5 µM; hit rate 0.81% among 300,000; AID 1962; recombinant caTPT1, FP RNA substrate dephosphorylation;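 active = inhibition above the mean of all tested compounds plus 3 SD, set per screening campaign, cut at about 24% in these data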;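 also: plate controls were DMSO alone for no effect and ferristatin control at 100 nM for full effect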
GSTO1 inh – counter-screen for RBBP9 inhibitors: inhibitors of human GSTO1; P78417; recombinant GSTO1, activity-based probe fluorescence polarization; inhibition, % at 5.96 µM; hit rate 1.1% among 300,000;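 active = inhibition above the campaign mean inhibition plus 3 SD, cut at about 35% in these data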;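 also: 0% = GSTO1-1 with DMSO and 100% = wells lacking GSTO1-1 enzyme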
BCLXL inh – blocks human Bcl-xL binding to Bim BH3 peptide; GST-Bcl-xL / FITC-Bim BH3 peptide fluorescence polarization; inhibition, % at 10.9 µM; hit rate 0.7% among 320,000;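 active = inhibition above the mean of all tested compounds plus 3 SD, cutoff set per campaign, cut at about 30% in these data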;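 also: 0% = DMSO wells and 100% = unlabeled Bim-BH3 peptide competitor; inhibitors lower millipolarization by displacing the labeled peptide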
MCL1 BIM primary – MCL1-BIM-BH3 interaction inhibition (human). Q07820. GST-MCL1 / FITC-Bim-BH3 fluorescence polarization. inhibition, % at 10.9 µM. hit rate 0.68% among 320,000. AID 2057;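 active = inhibition above the mean inhibition of all tested compounds plus 3 SD, set per campaign, cut at about 40% in these data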;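 also: 0% = DMSO wells and 100% = unlabeled Bim-BH3 peptide control; higher means more loss of mP so more displacement of Bim peptide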
Fam108B counter – counter-screen for RBBP9 inhibitors: inhibitors of mouse Fam108B. AID 1947. hit rate 0.33% among 300,000. inhibition, % at 9.51 µM. recombinant Fam108B, FP-Rh probe fluorescence polarization;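 active = inhibition above the screen mean inhibition plus 3 SD, computed separately per campaign, cut at about 18% in these data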;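 also: inhibitors lower polarization as less probe binds the enzyme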
* = called active by the depositor. The list is partial. The share of hits here may be higher or lower than overall.

For O=C1NC2(CCCCCC2)C(=O)N1Cc1ccc([N+](=O)[O-])cc1 the results were GLD-1 TGE inh -4, PAD4 FP inh -1, MEX-5 binding 2.9, PME-1 primary 1, TPT1 inhibitor 0, GSTO1 inh 2, BCLXL inh 2, MCL1 BIM primary -1 and Fam108B counter 2.
O=C(NCC1CCCO1)c1cc(NS(=O)(=O)c2cccs2)cc(NS(=O)(=O)c2cccs2)c1 (configuration not stated) was read as GLD-1 TGE inh 3, PAD4 FP inh 0, MEX-5 binding 0.9, PME-1 primary 4, TPT1 inhibitor 2, GSTO1 inh 4, BCLXL inh -4, MCL1 BIM primary 1 and Fam108B counter 0.
`Cc1ccc(C(=O)c2ccccc2C(=O)OCC(=O)NCCc2ccccc2)cc1` gave GLD-1 TGE inh 4, PAD4 FP inh -6, MEX-5 binding 0.3, PME-1 primary 3, TPT1 inhibitor 5, GSTO1 inh -3, BCLXL inh 6, MCL1 BIM primary -2 and Fam108B counter 5.
For CCCNC(=O)CC(NS(=O)(=O)c1ccc(Cl)cc1)c1ccco1 (configuration not stated) the results were GLD-1 TGE inh 3, PAD4 FP inh 2, MEX-5 binding -0.4, PME-1 primary -5, TPT1 inhibitor 1, GSTO1 inh 5, BCLXL inh 6, MCL1 BIM primary -3 and Fam108B counter -1.
For COc1ccc(/C=N/NC(=O)c2ccncc2)c(OC)c1 the results were GLD-1 TGE inh 4, PAD4 FP inh -1, MEX-5 binding 2.3, PME-1 primary 0, TPT1 inhibitor -1, GSTO1 inh -3, BCLXL inh 2, MCL1 BIM primary -5 and Fam108B counter -1.
NC(=O)NC(c1ccc(Cl)cc1)c1ccccc1Cl (configuration not stated) was read as GLD-1 TGE inh 8, PAD4 FP inh 1, MEX-5 binding 1.1, PME-1 primary -1, TPT1 inhibitor 0, GSTO1 inh -1, BCLXL inh -2, MCL1 BIM primary -7 and Fam108B counter -3.
`O=C(Nc1ccc2c(c1)OCO2)C1COc2ccccc2O1` (configuration not stated) gave GLD-1 TGE inh -3, PAD4 FP inh -2, MEX-5 binding 0.4, PME-1 primary 0, TPT1 inhibitor 3, GSTO1 inh 0, BCLXL inh -2, MCL1 BIM primary -2 and Fam108B counter 3.
`O=C(c1cccc(NS(=O)(=O)c2ccc(Br)cc2)c1)N1CCCCC1` gave GLD-1 TGE inh 7, PAD4 FP inh -2, MEX-5 binding -1.5, PME-1 primary 6, TPT1 inhibitor 1, GSTO1 inh 9, BCLXL inh -1, MCL1 BIM primary -5 and Fam108B counter 0.
`O=C(Cc1ccc(F)cc1)NCCc1cnc[nH]1` gave GLD-1 TGE inh -11, PAD4 FP inh 2, MEX-5 binding 1.0, PME-1 primary 2, TPT1 inhibitor 4, GSTO1 inh 5, BCLXL inh 0, MCL1 BIM primary 2 and Fam108B counter 0.
COc1cc(/C=N\NC(=O)c2nonc2N)c(OC)cc1Br was read as GLD-1 TGE inh -2, PAD4 FP inh 3, MEX-5 binding -0.5, PME-1 primary -9, TPT1 inhibitor 1, GSTO1 inh 2, BCLXL inh 3, MCL1 BIM primary 3 and Fam108B counter -5.
CCC(C)(C)NC(=O)CN(Cc1ccc2c(c1)OCO2)C(=O)CCC(=O)Nc1nccs1 was read as GLD-1 TGE inh -7, PAD4 FP inh -2, MEX-5 binding 0.0, PME-1 primary 0, TPT1 inhibitor -1, GSTO1 inh -2, BCLXL inh 3, MCL1 BIM primary -1 and Fam108B counter -2.
Cc1ccc(CS/C(Nc2ccccc2C)=C(\C#N)C(N)=O)c(C)c1 was read as GLD-1 TGE inh 4, PAD4 FP inh -3, MEX-5 binding -5.6, PME-1 primary 5, TPT1 inhibitor 1, GSTO1 inh 0, BCLXL inh 6, MCL1 BIM primary -6 and Fam108B counter -3.
`COCCNC(=O)c1ccccc1N(Cc1ccccc1)S(=O)(=O)c1ccccc1` gave GLD-1 TGE inh -4, PAD4 FP inh -1, MEX-5 binding -1.5, PME-1 primary -8, TPT1 inhibitor 2, GSTO1 inh -3, BCLXL inh 0, MCL1 BIM primary -4 and Fam108B counter 4.
COc1ccc([N+](=O)[O-])cc1NS(=O)(=O)Cc1ccccc1 was read as GLD-1 TGE inh 4, PAD4 FP inh -1, MEX-5 binding -0.6, PME-1 primary -5, TPT1 inhibitor 0, GSTO1 inh -6, BCLXL inh 2, MCL1 BIM primary -3 and Fam108B counter -4.
O=S1(=O)NC2c3ccccc3CC2O1 (configuration not stated) was read as GLD-1 TGE inh 0, PAD4 FP inh -8, MEX-5 binding -1.7, PME-1 primary 0, TPT1 inhibitor -2, GSTO1 inh 6, BCLXL inh 16, MCL1 BIM primary 12 and Fam108B counter 0.
O=C(CC12CC3CC(CC(C3)C1)C2)Nc1ccc2c(c1)COC2=O was read as GLD-1 TGE inh -2, PAD4 FP inh 3, MEX-5 binding -0.9, PME-1 primary -7, TPT1 inhibitor -4, GSTO1 inh 15, BCLXL inh 5, MCL1 BIM primary 2 and Fam108B counter -4.
For Cc1c(C(=O)OC(C)C)sc(N)c1C(=O)OC(C)C the results were GLD-1 TGE inh -2, PAD4 FP inh -2, MEX-5 binding 2.0, PME-1 primary 1, TPT1 inhibitor 2, GSTO1 inh -2, BCLXL inh 6, MCL1 BIM primary -7 and Fam108B counter 4.
Screening CC1=CC=CC2=NC(=O)CC(C)(C(=O)N(CC(=O)NC3CCCC3)c3ccccc3C)N12 (configuration not stated) returned GLD-1 TGE inh 10, PAD4 FP inh -3, MEX-5 binding 0.4, PME-1 primary 1, TPT1 inhibitor -4, GSTO1 inh 9, BCLXL inh -1, MCL1 BIM primary -1 and Fam108B counter 3.
`COc1ccc(CN2CCn3nc(C(=O)NC4CC4)cc3C2=O)cc1` gave GLD-1 TGE inh 4, PAD4 FP inh 0, MEX-5 binding 1.8, PME-1 primary 1, TPT1 inhibitor -4, GSTO1 inh 3, BCLXL inh -2, MCL1 BIM primary -4 and Fam108B counter 4.
CCOC(=O)CCC(=O)N1CCOCCOCCN(C(=O)CCC(=O)OCC)CCOCC1 was read as GLD-1 TGE inh 6, PAD4 FP inh -4, MEX-5 binding -0.7, PME-1 primary -3, TPT1 inhibitor 3, GSTO1 inh 4, BCLXL inh 1, MCL1 BIM primary -4 and Fam108B counter 4.
`Cc1cccnc1NC(=O)CSc1nnc(CNC(=O)c2cccc([N+](=O)[O-])c2)n1C` gave GLD-1 TGE inh 4, PAD4 FP inh -1, MEX-5 binding 1.9, PME-1 primary 8, TPT1 inhibitor 0, GSTO1 inh 1, BCLXL inh -6, MCL1 BIM primary 4 and Fam108B counter -1.
Screening O=C(O)[C@@H]1Cc2c([nH]c3ccccc23)C2CCC(=O)N21 (some centres not stated) returned GLD-1 TGE inh 2, PAD4 FP inh -3, MEX-5 binding -1.3, PME-1 primary 1, TPT1 inhibitor 1, GSTO1 inh 8, BCLXL inh 9, MCL1 BIM primary 16 and Fam108B counter -6.
CS(=O)(=O)NNC(=O)Cn1nnc(-c2ccc(OCc3ccccc3Cl)cc2)n1 was read as GLD-1 TGE inh 3, PAD4 FP inh 0, MEX-5 binding 2.9, PME-1 primary -1, TPT1 inhibitor 3, GSTO1 inh 8, BCLXL inh 5, MCL1 BIM primary 1 and Fam108B counter -2.
For O=C(O)Cn1c(SCCOc2ccccc2)nc2ccccc21 the results were GLD-1 TGE inh -2, PAD4 FP inh -12, MEX-5 binding 0.6, PME-1 primary -11, TPT1 inhibitor 0, GSTO1 inh 1, BCLXL inh 3, MCL1 BIM primary -5 and Fam108B counter -1.
CC1C/C(=N\NC(N)=S)c2cc(Cl)ccc2S1 (configuration not stated) was read as GLD-1 TGE inh -1, PAD4 FP inh -5, MEX-5 binding -11, PME-1 primary 4, TPT1 inhibitor 1, GSTO1 inh 4, BCLXL inh 4, MCL1 BIM primary 2 and Fam108B counter -5.
For CNC(=O)NC1CCCCc2sccc21 (configuration not stated) the results were GLD-1 TGE inh 7, PAD4 FP inh 9, MEX-5 binding 0.4, PME-1 primary -1, TPT1 inhibitor -2, GSTO1 inh 1, BCLXL inh 10, MCL1 BIM primary 13 and Fam108B counter 5.
Screening CCOC(=O)c1nc(NNC(=O)c2ccc([N+](=O)[O-])cc2)sc1C returned GLD-1 TGE inh 4, PAD4 FP inh -1, MEX-5 binding -3.4, PME-1 primary 1, TPT1 inhibitor 1, GSTO1 inh 0, BCLXL inh 6, MCL1 BIM primary -8 and Fam108B counter 1.
`Cc1cccc(-n2ncc3c(=O)[nH]c(SCC(=O)NCCC4=CCCCC4)nc32)c1` gave GLD-1 TGE inh 1, PAD4 FP inh 0, PME-1 primary -2, BCLXL inh 5 and MCL1 BIM primary 10.
For Cc1ccc(CNC(=O)[C@H]2C[C@@H]2[C@H](NP(=O)(c2ccccc2)c2ccccc2)c2ccccc2)o1 the results were GLD-1 TGE inh 0, PAD4 FP inh -1, MEX-5 binding 3.8, PME-1 primary 1, TPT1 inhibitor -3, GSTO1 inh 7, BCLXL inh 11, MCL1 BIM primary 5 and Fam108B counter -3.
Screening Cc1ccc(CN2C(=O)CCC2C(=O)NCc2ccc(F)cc2)cc1 (configuration not stated) returned GLD-1 TGE inh 8, PAD4 FP inh -3, MEX-5 binding -0.6, PME-1 primary -3, TPT1 inhibitor -4, GSTO1 inh 4, BCLXL inh 3, MCL1 BIM primary 3 and Fam108B counter 1.
`c1ccc(NCc2nc3ccccc3n2CCOc2ccccc2)cc1` gave GLD-1 TGE inh 8, PAD4 FP inh 3, MEX-5 binding 2.5, PME-1 primary 9, TPT1 inhibitor -1, GSTO1 inh 4, BCLXL inh 3, MCL1 BIM primary 4 and Fam108B counter 4.
C=CCOC(=O)c1ccc(N2CCN(c3ccccc3)CC2)nc1 was read as GLD-1 TGE inh 3, PAD4 FP inh 2, MEX-5 binding -1.1, PME-1 primary -2, TPT1 inhibitor 1, GSTO1 inh -4, BCLXL inh 4, MCL1 BIM primary 0 and Fam108B counter -6.
`O=c1c2cccnc2[nH]c(=S)n1Cc1ccccc1` gave GLD-1 TGE inh 3, PAD4 FP inh -2, MEX-5 binding 0.1, PME-1 primary 0, TPT1 inhibitor 0, GSTO1 inh 1, BCLXL inh 5, MCL1 BIM primary -1 and Fam108B counter -5.
Screening COc1ccc(N2CCN(C(=O)CCc3nc(-c4ccc(C)cc4)no3)CC2)cc1 returned GLD-1 TGE inh 1, PAD4 FP inh 2, MEX-5 binding -1.8, PME-1 primary -6, TPT1 inhibitor -2, GSTO1 inh -3, BCLXL inh 2, MCL1 BIM primary 4 and Fam108B counter -2.
Screening CCc1cc2c(cc3c(=O)n(CC(=O)NCCCN4CCCCCC4)nc(CC)n32)s1 returned GLD-1 TGE inh -3, PAD4 FP inh -4, MEX-5 binding 1.8, PME-1 primary -3, TPT1 inhibitor 0, GSTO1 inh 7, BCLXL inh 3, MCL1 BIM primary 1 and Fam108B counter 2.
Cc1ccc(S(=O)(=O)N(C)CC(=O)OCC(=O)NCCN2C(=O)CSC2=O)cc1 was read as GLD-1 TGE inh 1, PAD4 FP inh -3, PME-1 primary -2, BCLXL inh -1 and MCL1 BIM primary 2.
